# PNC assembly inh – perinucleolar compartment assembly inhibition; PC3M PTB-GFP, PNC prevalence imaging, 16 h; hits give low values; activity change (PNC), negative = inhibition, % at 10 µM; actives 3.1% (n = 140,000);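 active = readout at or below -70, meaning at least 70% loss of cells showing the perinucleolar compartment, a nuclear body marking cancer cells; inconclusive = readout between -30 and a set limit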;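 also: plate controls were DMSO wells for no effect and camptothecin positive control wells for full effect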
#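 PC3M cells stably expressing PTB-GFP, 750–1000 cells/well, treated 16 h at 37 °C with compound (23 nl of library stock), in duplicate. After paraformaldehyde fixation and Hoechst stain, imaged at 20x; PNC prevalence scored by image analysis.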
# IMPase inh – cell-permeable inhibitors of inositol monophosphatase (IMPase); 120,000 tested, under 10 active; CHO-M1 cells, IP1 accumulation, HTRF TR-FRET ratio; P97697; AID 901; inhibition (IP1 accumulation), % at 46.1 µM; active = well fitted curve in the direction sought with a large enough effect in the signal ratio, not every such curve was filed as active; inconclusive = small, poorly fitted or top-dose-only effect, or a change in a side signal; inactive = no such curve, though single readings can be large or run the other way; the % refers to the signal ratio;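 also: cells stimulated with carbachol in lithium chloride buffer; plate controls were DMSO basal wells for no effect and reference inhibitor wells for full effect; higher means more IMPase inhibition seen as more IP1 and lower FRET ratio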
# Target sequence (P97697 whole entry, looked up): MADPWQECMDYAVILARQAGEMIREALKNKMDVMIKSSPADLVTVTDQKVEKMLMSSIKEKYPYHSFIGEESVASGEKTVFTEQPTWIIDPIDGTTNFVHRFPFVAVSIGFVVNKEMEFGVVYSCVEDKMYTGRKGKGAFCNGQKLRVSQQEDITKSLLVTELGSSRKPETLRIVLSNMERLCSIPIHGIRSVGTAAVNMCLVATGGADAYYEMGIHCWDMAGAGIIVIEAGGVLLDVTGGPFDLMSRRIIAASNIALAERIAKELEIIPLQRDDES
#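 Elevated IP1 in lysates lowers TR-FRET signal (665/620 ratio and 620 channel reported). Cells were CHO-M1, given carbachol (50 uM as added) plus 50mM LiCl, pH 7.4, 30 min, 37C; compounds titrated up to 46 uM; AC50 by Hill equation.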
# ALOX12 inhib – inhibitors of human 12-lipoxygenase (ALOX12); P18054; purified 12-hLO, xylenol orange hydroperoxide absorbance; Potency, µM (doses to about 57.1 µM), for inactives: at the top dose activity change, negative = inhibition, hits mostly inhibitors; actives 0.12% (n = 150,000); AID 1452; also: potency is read from the fitted curve at half-maximal effect; nearly all actives have a fitted effect of over 55% in size; many of its hits are not listed in these tables
#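 150 nM 12hLO, 25 mM Hepes pH 7.0 + 0.01% Triton X-100; cpd preinc 15 min RT; 40 uM arachidonic acid, 30 min RT; Fe-XO 30 min; A573/A405 ratio as read-out.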
# 15-hLO-2 inh – blocks human 15-lipoxygenase 2 activity; AID 881; O15296; actives 0.56% (n = 110,000); Potency, µM (top dose mostly 57.1 µM), inactives show at the highest dose activity change, negative = inhibition, usual class: inhibitors; purified 15hLO-2, xylenol orange hydroperoxide absorbance; also: potency is read from the fitted curve at half-maximal effect; nearly all actives have a fitted effect of over 60% in size; many of its hits are not listed in these tables
# Target sequence (O15296 whole entry, looked up): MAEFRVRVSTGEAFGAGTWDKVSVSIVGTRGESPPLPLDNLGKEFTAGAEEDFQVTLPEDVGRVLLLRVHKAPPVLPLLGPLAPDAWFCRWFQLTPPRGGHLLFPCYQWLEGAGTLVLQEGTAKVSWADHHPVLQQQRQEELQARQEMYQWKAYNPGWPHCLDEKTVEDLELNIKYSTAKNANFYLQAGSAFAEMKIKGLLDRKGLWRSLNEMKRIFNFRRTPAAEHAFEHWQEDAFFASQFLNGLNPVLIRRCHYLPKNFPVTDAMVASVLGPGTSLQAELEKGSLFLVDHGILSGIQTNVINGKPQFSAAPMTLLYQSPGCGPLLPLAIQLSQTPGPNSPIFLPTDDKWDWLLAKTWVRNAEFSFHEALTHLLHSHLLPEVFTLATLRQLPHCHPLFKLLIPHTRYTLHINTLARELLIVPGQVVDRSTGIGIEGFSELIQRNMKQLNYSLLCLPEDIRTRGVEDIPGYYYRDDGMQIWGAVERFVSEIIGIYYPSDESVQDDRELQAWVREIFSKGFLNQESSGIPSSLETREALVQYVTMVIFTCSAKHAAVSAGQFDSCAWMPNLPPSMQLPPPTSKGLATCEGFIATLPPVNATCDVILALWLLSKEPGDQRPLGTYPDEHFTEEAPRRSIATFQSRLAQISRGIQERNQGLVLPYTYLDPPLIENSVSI
#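 Purified human 15hLO-2 (50 nM final) preincubated with compounds 15 min at room temperature in 25 mM Hepes pH 7.5, 0.01% Triton X-100, then 45 uM arachidonic acid added for 90 min; hydroperoxide detected via ferrous/xylenol orange, 573/405 nm absorbance ratio.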
# Starred values were filed as active, the others as inactive; ? = inconclusive; / = not tested or not shown; & = joins results of further samples; [ ] = remark or other dose. Unless noted, calls follow the shape of the dose curve; as a rule, active = well fitted curve in the direction sought with a large enough effect; inconclusive = small, poorly fitted or top-dose-only effect, or another doubt; inactive = no such curve, though single readings can be large; an effect the other way counts as inactive or inconclusive. Unless noted, % is scaled to controls: 0 for no effect and ±100 for the full control effect. These rows are one share of the data, so the mix of outcomes need not match the whole.
SMILES,PNC assembly inh,IMPase inh,ALOX12 inhib,15-hLO-2 inh
Cc1cccc(NC(=O)CSc2ncnc3c2oc2ccccc23)c1,2.0,-5.5,-4.1%,-2.1%
O=C(CN(c1ccc(Cl)cc1)S(=O)(=O)c1ccccc1)N1CCN(c2ccccc2)CC1,-18.2,17.6,3.2%,2.8%
CCOc1cc(CNc2ccc3c(c2)OCCO3)cc(Br)c1OCC,-83.2*,1.8,-15.9%,-10.2%
COc1ccc(C)cc1N(C)C(=O)c1coc(=O)c2ccccc12,14.7,0.4,1.8%,-9.9%
O=C(Cc1ccc(S(=O)(=O)N2CCOCC2)s1)NCC1CCCCC1,24.9,6.1,1.4%,0.9%
CC(C)C[C@@H]1NC(=O)N(CCN2CCOCC2)C1=O,10.5,-2.3,1.0%,-0.4%
CC(C)CC(=O)N1CCC(O)(CS(=O)(=O)Cc2ccccc2)CC1,15.5,-0.6,-0.1%,-4.3%
Cc1cc(C)cc(OCC(=O)Nc2ccccc2N2CCCCC2)c1,?,-0.3,1.8%,19.9%
Cn1c(=O)[nH]c(=O)c2c1nc(CN1CCN(c3ccccc3F)CC1)n2CCCc1ccccc1,?,-1.8,-4.9%,/
Cc1ccc(S(=O)(=O)Nc2nc(C)c(NC(=O)OCCCl)s2)cc1,?,-3.4,2.1%,-10.4%
Oc1ccc(-c2csc(Nc3cccnc3)n2)cc1,-27.0,7.1,-14.4%,-23.8%
Cc1cccc([C@@H]2CN(C)CCc3c2cc(O)c(O)c3Cl)c1,/,10.2&8.1,-25.9%&-4.5%,-1.7%&-11.3%
O=[N+]([O-])c1cc(C(F)(F)F)ccc1NCCCCNS(=O)(=O)c1ccc2ccccc2c1,-8.1,-0.2,2.7%,-0.1%
N#CCCn1c(=O)c(-c2ccccc2)nc2cnc(Oc3cccc(Cl)c3)nc21,/,/,-3.0%,-5.6%
Cc1cc(C)c(OCCNC(=O)c2ccccc2Sc2ccccc2C#N)c(C)c1,-21.6,/,-1.7%,/
Cc1ccc2c(c1C)NC(C(=O)O)C1CC=CC21 (stereo unspecified),?,5.2,?,-2.2%[2.29 µM]
Cc1c(Cl)cccc1NC(=O)CCC(=O)NNC(=O)c1ccco1,22.4,-5.4,-5.2%,-4.3%
O=C(CN1C(=O)C2C3C=CC(C3)C2C1=O)N1CCc2ccccc2C1 (stereo unspecified),3.7,2.3,0.9%,0.5%
O=C(COc1ccc(Cl)cc1Cl)OCn1nnc2ccccc2c1=O,-9.7,6.7,1.5%,2.0%
CCOC(=O)c1c(C)[nH]c(C=O)c1Cc1cccc(Cl)c1,37.1,/,-8.6%,/
CCCc1nc2ccc(NC(=O)c3cccs3)cc2c(=O)n1Cc1ccc(Cl)cc1,-12.6,/,-0.9%,/
CCCCS(=O)(=O)CC(COc1ccccc1)OC(=O)c1ccccc1 (stereo unspecified),39.1,-0.5,0.8%,-3.1%
CCC1CCCCN1CCNC(=O)c1[nH]c(C)c(C(C)=O)c1C (stereo unspecified),5.1,-9.7,-10.8%,14.7%
O=C(O)Cn1c(O)c(C=Nc2ccccc2)sc1=S,15.7&12.7,18.7&3.2,?,?
O=C(NC(=S)N1CCOCC1)C12CCC3CC(CC(C3)C1)C2,?,/,-6.2%,/
# More results:
SMILES,PNC assembly inh,IMPase inh,ALOX12 inhib,15-hLO-2 inh
O=C(NC1CCCCC1)C(c1ccc2ncccc2c1)N(Cc1ccco1)C(=O)c1ccc2c(c1)OCCO2 (stereo unspecified),37.0,7.5,-2.4%,/
COc1ccc(CNC(=O)/C=C/c2ccc(OCCCF)cc2)cc1,?,1.1,-2.7%,-8.7%
CCN1CCC(=NNC(=O)c2ccc(C)c([N+](=O)[O-])c2)CC1,-1.3,0.8,-7.1%,2.6%
C[C@@H](C(=O)O)[C@H]1C[C@]1(C)[C@H](NC(=O)OCc1ccccc1)c1ccccc1,15.6,/,3.3%&0.0%,-4.2%
COc1ccc(C(C[N+](=O)[O-])c2c(-c3ccccc3)cc3ccccn23)cc1OC (stereo unspecified),12.3,22.5,-18.8%,-11.8%
CCOC(=O)C1CCN(c2cc(C)nc3cc(-c4cccc(F)c4)nn23)CC1,?,9.0,-5.9%,7.3%[2.29 µM]
CC(C)(C)c1csc(NC2=NS(=O)(=O)c3ccccc32)n1,-27.5,-2.1,4.0%,-0.9%
CCN(CC)CCC[C@H](C)Nc1c2ccc(Cl)cc2nc2ccc(OC)cc12,/,11.7[20.6 µM],0.1%[25.6 µM],29.7%[25.6 µM]
N[C@H](Cc1ccc(Cl)cc1)C(=O)O,/,-7.2,3.5%,12.2%
CNC(=O)NC(=S)NC(=O)c1ccc(OC)cc1,7.0,0.3,-3.8%,-2.6%
Cc1cc(-c2ccccc2)nc2cc(C(=O)NCCCn3ccnc3)nn12,226.7,6.8,1.5%,/
COc1ccc(CN(C)C(=O)COC(=O)c2ccc3c(c2)OCO3)cc1OC,?,-8.5,-4.3%,2.4%
COc1cc(/C=N\Nc2nc3ccccc3[nH]2)cc(OC)c1OC,20.9,2.8,-13.2%,45.7%[activator]
O=C(CSc1nc(-c2ccccc2)cc(C(F)(F)F)n1)c1cccc([N+](=O)[O-])c1,?,-2.4,7.6%,/
N#CCc1nc2c3c4c(sc3ncn2n1)CCCC4,-12.3,-10.8,-1.7%,4.3%
COc1ccc(-c2c(C)n([O-])c3c([n+]2=O)CCCC3)cc1,12.4,0.0,1.1%,2.9%
O=C(CCC(=O)Nc1ccc(Oc2ccccc2)cc1)NCCO,6.3,-5.4,-1.6%,-3.7%
COc1cc(C(=O)NCCC(C)C)c([N+](=O)[O-])cc1OC,11.6,-1.4,-2.0%,5.7%
Cc1ccc(S(=O)(=O)Cc2ccc(C(=O)N3CCN(c4cc(C)ccc4C)CC3)o2)cc1,?,6.0,-7.0%,14.0%
Cc1cc(C)n(-c2nc3ccccc3c(=O)n2OCc2ccc(Cl)cc2)n1,-26.6,4.2,5.0%,-0.2%
CCn1nnnc1SCC(=O)Nc1cc(C)on1,-2.5,-9.4,0.0%,/
CCOc1ccc(NC(C(=O)Nc2cccc(C(C)=O)c2)c2ccccc2)cc1 (stereo unspecified),-9.3,8.2,-4.1%,/
c1ccc(CCCc2nc(-c3ccccn3)no2)cc1,?,-2.7,0.0%,6.6%
COc1ccc(NC(=O)COC(=O)/C=C/c2ccc(OC)c(S(=O)(=O)N3CCOCC3)c2)cc1,-18.8,/,-5.2%,/
COc1cc(C2C3=C(CC(c4ccco4)CC3=O)Nc3ccccc3N2C(C)=O)cc(OC)c1OC (stereo unspecified),11.0,-0.1,-10.6%,-7.8%

# Whole records, looked up by structure. Screens in order: PNC assembly inh, IMPase inh, ALOX12 inhib, 15-hLO-2 inh
# Record of `Cc1cc(C)n(-c2nc3ccccc3c(=O)n2OCc2ccc(Cl)cc2)n1` = -26.6, 4.2, 5.0%, -0.2%
# Record of `CCOc1ccc(NC(C(=O)Nc2cccc(C(C)=O)c2)c2ccccc2)cc1` (stereo unspecified) = -9.3, 8.2, -4.1%, /

# Remaining list, next part.
SMILES,PNC assembly inh,IMPase inh,ALOX12 inhib,15-hLO-2 inh
CN1C(=O)C2(c3ccccc31)N(C)CC(c1ccccc1)C21SC(=S)N(Cc2ccco2)C1=O (stereo unspecified),?,8.5,1.8%,/
Cc1cccc(C(=O)NN(C)c2nc(-c3ccccc3)nnc2C(F)(F)F)c1,29.8,9.8,-4.2%,-2.0%
COc1cc2nc(NC(=O)c3ccccc3)[nH]c(=O)c2cc1OC,34.8,9.7,-6.5%,-3.6%
O=C(COC(=O)c1cc(-c2cccs2)nn1-c1ccccc1)Nc1cc([N+](=O)[O-])ccc1Cl,21.6,/,-2.2%,/
COc1ccc(OCCSc2nnc(C)n2-c2ccccc2)cc1,?,-9.1,3.9%,/
O=c1cc(O)nc(SCc2ccccc2)n1-c1ccccc1,83.5&-8.8,-3.5&2.0,1.6%&-20.2%,-1.0%&-15.4%
CC(C)N(CCNS(=O)(=O)c1ccc(Cl)cc1)C(C)C,14.7,-3.2,6.3%,2.2%
Cc1cccc(Nc2nc(N)nc(CN3CCN(c4ccc(F)cc4)CC3)n2)c1,?,12.5,2.1%,38.2%[activator]
Cc1nn(Cc2ccc(Cl)c(Cl)c2)c(C)c1NC(=O)c1noc2c1CCCCC2,40.3,8.8,-3.7%,6.5%
CCOC(=O)Cn1c(=O)c2c(nc(Br)n2Cc2ccc(Cl)cc2)n(C)c1=O,0.8,0.7,-1.7%,-1.6%
Cc1cccc(C(C)C)c1NC(=O)c1ccc(COc2ccc3c(C)cc(=O)oc3c2)cc1,54.8,/,-2.2%,/
S=C(Nc1ccccc1Cl)N(CCN1CCCCC1)Cc1ccco1,19.2,/,0.6%,/
O=C(Cn1cnc([N+](=O)[O-])c1)NCc1ccc(F)cc1,0.9,-1.2,1.8%,-7.9%
O=C(N/N=C(/CC(=O)c1cccs1)C(F)(F)F)c1ccc(O)cc1,-2.7,/,-3.4%,/
N#CC1=C(N)Oc2n[nH]c(-c3ccccc3)c2C12C(=O)Nc1ccccc12 (stereo unspecified),25.2,1.7,-0.3%,-5.4%
Cc1nn2c3c(cnc2c1-c1ccc(Cl)cc1)C(=O)CC(c1ccco1)C3 (stereo unspecified),56.1,2.1,-8.6%,-0.4%
Cc1n[nH]c(C)c1Sc1ccccc1N=Cc1cc([N+](=O)[O-])ccc1O,-3.5,4.1,2.0%,-20.7%
Cc1cc(C)c(NC(=O)COc2nc3ccccc3nc2C)c(C)c1,-1.9,?,-0.3%,/
CCNC(=O)CSc1nnc(-c2cc(-c3ccc(Cl)cc3)nc3ccccc23)o1,13.6,0.8,-8.2%,/
C/C(=N\NC(=O)CC1(C)OCCO1)c1cccs1,-88.4*,/,0.5%,/
CC(C)(C)c1cnnn1-c1ccc(C(=O)CCl)cc1,?,-8.2,-0.7%,-18.0%
CC(=O)Nc1ccc(S(=O)(=O)NCCc2ccc(S(N)(=O)=O)cc2)cc1,?,-8.0,-5.6%,3.6%
Cc1ccc(-c2cc(C(=O)Nc3cnn(C45CC6CC(CC(C6)C4)C5)c3)no2)cc1,10.0,13.1,-5.5%,-2.5%
Cc1cc(C)cc(N2C(=O)CSC2c2cccs2)c1 (stereo unspecified),?,-4.4,-5.2%,-12.8%
O=C(O)CCCNS(=O)(=O)c1ccc2ccccc2c1,41.4,2.1,-1.8%,3.6%
# (next part)
SMILES,PNC assembly inh,IMPase inh,ALOX12 inhib,15-hLO-2 inh
Cc1occc1C(=O)Nc1nnc(-c2ccncc2)s1,?,-15.5,-4.4%,-7.9%
O=C(CC(c1ccccc1)c1ccccc1)OCn1nnc2ccccc2c1=O,11.4,-0.7,-2.7%,-9.8%
Cc1ccsc1/C=C(/C#N)C(=O)NCc1ccccc1,2.4,/,-7.1%,/
COCC(=O)Oc1c(S(=O)(=O)c2ccc(C)cc2)c(C)nn1-c1ccccc1,9.1,3.7,-2.6%,?
CC1Cc2nc(SCC(=O)Nc3ccccc3F)n(C)c(=O)c2S1 (stereo unspecified),-100.0*,-3.8,5.2%,/
COC(=O)CNC(=O)c1cccc(F)c1,?,3.4,-4.4%,2.3%
Cc1ccc(S(=O)(=O)Nc2ccc(Cl)cc2C(=O)c2ccc(F)cc2)cc1,19.3,6.1,-12.7%,/
CCOC(=O)c1sc(NC(=O)c2ccc3ncsc3c2)nc1C,40.5,?,-5.3%,-1.8%
O=C(NCCc1ccccc1)c1ccncc1,-28.7,5.4,-7.6%,11.7%
CCc1nn(CC(=O)NCCCN2CCc3ccccc3C2)c(=O)c2cc3sccc3n12,39.5,11.3,1.1%,/

# Three compounds already listed, ordered by the number in ALOX12 inhib, largest number first:
Structure	PNC assembly inh	IMPase inh	ALOX12 inhib	15-hLO-2 inh
CC1Cc2nc(SCC(=O)Nc3ccccc3F)n(C)c(=O)c2S1 (stereo unspecified)	-100.0*	-3.8	5.2%	/
COC(=O)CNC(=O)c1cccc(F)c1	?	3.4	-4.4%	2.3%
CCOC(=O)c1sc(NC(=O)c2ccc3ncsc3c2)nc1C	40.5	?	-5.3%	-1.8%
